From PubChem
SENP8 block: SENP8 protease inhibitors, primary screen, biochemical, luminescence; Sentrin-specific protease 8 (Homo sapiens), Q96LD8; purified SENP8, Z-RLRGG-aminoluciferin cleavage; inhibition, % at 10 µM; hit rate 1.2% among 330,000; AID 2540, 2010
Target sequence (Q96LD8 whole entry, looked up): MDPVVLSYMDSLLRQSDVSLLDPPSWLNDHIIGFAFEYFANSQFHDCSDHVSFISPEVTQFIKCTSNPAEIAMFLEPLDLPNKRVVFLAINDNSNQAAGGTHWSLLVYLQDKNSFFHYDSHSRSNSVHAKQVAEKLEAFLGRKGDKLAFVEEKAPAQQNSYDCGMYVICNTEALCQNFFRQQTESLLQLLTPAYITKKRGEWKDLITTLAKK
Jurkat NFkB inh: inhibitors of induced NF-kB luciferase reporter, primary screen, TCR NF-kB activation inhibitor project, cell-based, luminescence, uHTS | Jurkat, PMA/ionomycin-induced NF-kB luciferase reporter | inhibition, % at 4 µM | hit rate 0.53% among 330,000 | AID 435003, 2010
UBC13 inh: UBC13 polyubiquitin chain formation inhibitors, primary screen, biochemical, TR-FRET, uHTS | AID 485273, 2010 | Ubiquitin-conjugating enzyme E2 N (Homo sapiens), P61088 | inhibition, % at 20 µM | hit rate 0.47% among 330,000; in the data active means inhibition above about 45%, passing the limit was not always enough
Target sequence (P61088 whole entry, looked up): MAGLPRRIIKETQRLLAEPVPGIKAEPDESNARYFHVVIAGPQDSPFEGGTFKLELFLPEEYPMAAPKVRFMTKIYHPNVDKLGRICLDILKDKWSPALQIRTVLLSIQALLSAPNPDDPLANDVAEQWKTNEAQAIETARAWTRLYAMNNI
EBI2 block: EBI2 receptor antagonists, beta-arrestin recruitment, primary screen, cell-based, luminescence, 7a,25-OHC stimulation, uHTS; G-protein coupled receptor 183 (Homo sapiens), P32249; 7a,25-OHC stimulated; inhibition, % at 5 µM; hit rate 0.81% among 360,000; in the data active means inhibition above about 38%;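 further: enzyme fragment complementation signal reports receptor beta-arrestin coupling in cells; 0% = agonist plus DMSO wells and 100% = wells without agonist; some results beyond the cut were filed as inactive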
Target sequence (P32249 whole entry, looked up, the tested form may be a part): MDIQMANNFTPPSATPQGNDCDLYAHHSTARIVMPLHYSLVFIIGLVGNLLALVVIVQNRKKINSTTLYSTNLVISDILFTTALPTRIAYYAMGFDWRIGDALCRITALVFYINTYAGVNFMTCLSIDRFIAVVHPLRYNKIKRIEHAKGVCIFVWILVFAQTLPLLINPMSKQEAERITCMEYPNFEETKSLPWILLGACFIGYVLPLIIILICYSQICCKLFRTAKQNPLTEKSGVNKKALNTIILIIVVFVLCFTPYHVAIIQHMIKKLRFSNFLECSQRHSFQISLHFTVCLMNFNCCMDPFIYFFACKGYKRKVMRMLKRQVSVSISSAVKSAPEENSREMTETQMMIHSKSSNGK
697 NFkB inh: inhibitors of PMA/ionomycin-induced NF-kB reporter, 697 cells, primary screen, B-cell NF-kB inhibitor project, cell-based, luminescence, uHTS; AID 435022, 2010; 697 B-cell NF-kB luciferase reporter, 16 h; hit rate 0.33% among 330,000; inhibition, % at 4 µM; in the data active means inhibition above about 35%
Gli-Sufu block: Gli-Sufu pathway antagonists, primary screen, luciferase luminescence, Sufu-KO-LIGHT cells, uHTS | Sufu-KO-LIGHT fibroblasts, Gli luciferase reporter luminescence | inhibition, % at 5 µM | hit rate 0.74% among 340,000;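 active means inhibition above about 55%, limit read from the data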;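 further: 0% = DMSO-treated cells and 100% = wells with medium but no cells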
Apaf1 inhib: inhibitors of human Apaf-1 apoptosome, primary screen, biochemical, DEVD-Rh110 fluorescence, uHTS; reconstituted apoptosome caspase-3 activity; inhibition, % at 20 µM; hit rate 0.71% among 330,000; AID 489030, 2010; active means inhibition of at least 40% at 20 µM;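 further: plate controls were DMSO wells for no effect and DEVD-CHO caspase inhibitor wells for full effect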
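Assay system: Apoptosome proteins | Medium: pH 7.5 Hepes buffer with CHAPS, BSA, DTT | Also added: Cytochrome c and DEVD-Rh110 substrate | Times: 30 min plus 50 min, RT | Detection: Rhodamine 110 fluorescence at Ex 480/Em 540 nm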
CCR6 antagonist: CCR6 receptor antagonists, primary screen, cell-based, CHO-K1, luminescence, beta-arrestin, uHTS. C-C chemokine receptor type 6 (Homo sapiens), P51684. CHO-K1 CCR6 PathHunter beta-arrestin, CCL20-stimulated. inhibition, % at 20 µM. hit rate 0.49% among 340,000;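 active means compounds whose inhibition of the agonist-driven luminescence signal at 20 µM reaches about 50%, limit read from the data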;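 further: cells stimulated with CCL20 at 14 nM final; plate controls were DMSO with CCL20 for no effect and DMSO without agonist for full effect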
Starred values were filed as active, the others as inactive; · = no result given. Unless noted, no stated cut-off is given here; in the data, active means inhibition above about 50%; inactive means the rest. A portion of the library. The share of hits here may be higher or lower than overall.

Compound | SENP8 block | Jurkat NFkB inh | UBC13 inh | EBI2 block | 697 NFkB inh | Gli-Sufu block | Apaf1 inhib | CCR6 antagonist
O=C(O)CCCn1cc(NC(=O)c2ccc(F)cc2)cn1 | -10 | 0 | 7 | -7 | 11 | 0 | 11 | 9
Fc1ccc2[nH]c3c(N4CCN(C5CCCCC5)CC4)ncnc3c2c1 | 5 | -3 | 28 | · | -10 | · | 4 | ·
CC(Nc1cc(N2CCN(S(C)(=O)=O)CC2)ccc1[N+](=O)[O-])c1ccccc1 (stereo not drawn) | 2 | 3 | -13 | 15 | -22 | -1 | 13 | 35
Nn1c(SCC(=O)NC2CCCCCC2)nnc1C(F)(F)F | -14 | 0 | 0 | 4 | 14 | 6 | 9 | 3
C/C(=C\c1ccccc1)C(=O)c1c(C)cc(C)[nH]c1=O | -13 | -16 | -16 | -11 | 1 | -2 | -1 | -17
CCC(=O)c1c[nH]c(C(=O)NCc2ccco2)c1 | 1 | -1 | 7 | 0 | 12 | 3 | -3 | -29
ClCc1cc2ccccc2nc1Cl | -1 | 9 | 8 | 3 | 15 | -3 | -9 | -1
CCCOc1ccc(C(=O)N2CC3(CC(c4cccc(NC(=O)[C@@H]5CCC(=O)N5)c4)=NO3)C[C@H]2C(=O)NC2(C(N)=O)CC2)cc1 (stereo partly drawn) | -2 | -8 | -10 | -8 | 24 | -8 | 15 | -3
CCOCc1nnc(NC(=O)CS(=O)(=O)c2ccc(C)cc2)s1 | 4 | 10 | 6 | -10 | 19 | -9 | -10 | 5
Cc1ccc(CN2CCN(C3CCC3)CC2CCO)cc1 (stereo not drawn) | 14 | 6 | -6 | -13 | -7 | 26 | 5 | 8
C/C(=N/NC(=O)c1ccccc1)C(=O)O | -3 | -3 | -7 | 6 | 14 | 6 | 0 | -11
O=c1c2ccc(Cl)cc2[nH]c(=S)n1CCC1=CCCCC1 | -10 | -23 | 4 | 11 | -30 | -7 | -9 | 6
COC(=O)c1cc(NC(=O)c2ccccc2)c(=O)oc1C/C=N\OCc1ccc(Cl)cc1Cl | 5 | -4 | -22 | -9 | -19 | 3 | 20 | 38
CC(C)(C)[C@@H]1C=C(C(=O)NCc2ccccc2)O[C@H](OCc2ccc(CO)cc2)C1 | -3 | -10 | -3 | 0 | -4 | 1 | 9 | 13
Cc1nc2ccc(NC(=O)NCCCO)cc2s1 | -1 | 9 | 8 | -9 | -37 | 13 | -2 | -6
CC(C)CN1CCC(CN(C)Cc2nc(-c3cnccn3)no2)CC1 | -4 | -2 | -4 | 11 | 5 | 14 | 5 | 12
O=C(Nc1cccc(C(F)(F)F)c1)c1cccnc1N1CCN(c2ccccc2)CC1 | 2 | 18 | 4 | 8 | 8 | 8 | 15 | 18
CCCCOc1ccc(C(O)(CCN2CCOCC2)c2ccccc2)cc1 (stereo not drawn) | 0 | -3 | 10 | 2 | 16 | 10 | 17 | 2
Cc1[nH]c2ccc(C(=O)NCCN3CCOCC3)cc2c1C | 1 | -3 | -9 | -7 | -20 | -7 | 3 | -8
CCN(CC)C(=O)c1[nH]cnc1C(=O)NCc1ccc(CNC(=O)OC(C)(C)C)cc1 | -3 | 4 | -4 | -1 | 12 | 1 | 1 | 11
CCCCN1C(=O)CCC(C(=O)O)C1c1ccc([N+](=O)[O-])cc1 (stereo not drawn) | 45 | -41 | 8 | -2 | -16 | 7 | -2 | 3
C/C(=N/NC(=O)c1ccccc1)C1=C(O)CC(C)(C)CC1=O | -9 | -3 | 5 | -13 | 18 | -8 | -21 | 6
COc1cc(CNCc2ccccn2)ccc1OCC(=O)NC1CCCCC1 | 1 | 4 | 4 | -3 | 2 | 68* | -6 | 10
O=c1nc(N(c2ccccc2)c2ccccc2)[nH]c(=O)[nH]1 | 6 | -12 | 2 | -2 | 17 | 2 | -7 | 19
CN1/C(=C\C(=O)CSc2nncn2C)C(C)(C)c2ccccc21 | -11 | -4 | -11 | -2 | -6 | 4 | -2 | -26
C=CCn1c(C(CC)CC)nc2ccccc21 | -5 | 5 | 7 | -11 | 6 | 3 | -7 | 9
CCCNC(=O)CN1C(=O)COc2ccc(S(=O)(=O)N3CCCCCC3)cc21 | -9 | 8 | -6 | -6 | -9 | 2 | 13 | 19
O=c1c2cc(Br)ccc2nc(-c2cccc(C(F)(F)F)c2)n1O | -9 | 1 | -8 | 1 | 15 | 11 | 7 | 3
Cc1ccc(N2CCN(S(=O)(=O)N3CCCCC3)CC2)cc1C | -4 | 3 | 5 | 6 | -15 | -4 | 5 | 17
CCCNc1c(NS(=O)(=O)c2ccc(NC(=O)CC)cc2)c(=O)oc2ccccc12 | -3 | 1 | 14 | -12 | 22 | 6 | 1 | 5
CCOc1ccc(NC(=O)CSc2ccc3nnc(-c4ccccn4)n3n2)cc1 | -3 | 2 | 4 | -5 | -4 | 9 | -2 | 7
O=C(NCCc1nnc2ccc(NCCCN3CCOCC3)nn12)c1ccccc1 | 3 | -3 | 3 | -14 | 11 | 0 | 4 | -7
COc1cccc(/C=C2/SC(=S)N(CCC(=O)N3CCOCC3)C2=O)c1 | 5 | 29 | -9 | 0 | 8 | 21 | 4 | 11
NC(=O)c1ccccc1NC(=O)COc1ccc(Cl)cc1 | -10 | -58 | 9 | -1 | -28 | -34 | 2 | -1
O=C(CNC(=O)c1ccccc1F)NCCN1C(=O)S/C(=C\c2ccccc2Cl)C1=O | 9 | 10 | -4 | 6 | -9 | -1 | 3 | 5
CN(C(=O)COC(=O)c1cc(-c2ccco2)nc2ccccc12)C1CCS(=O)(=O)C1 (stereo not drawn) | 0 | -1 | 35 | 5 | -2 | 7 | 14 | 19
CC(NC(=O)c1cncc(Br)c1)c1ccc(S(N)(=O)=O)cc1 (stereo not drawn) | -1 | -4 | 11 | 1 | 11 | -5 | -6 | -1
Clc1ccc(-c2cc(CN3CCOCC3)no2)cc1 | -6 | -59 | 1 | -2 | -85 | -43 | 4 | 2
Cc1cccc(NC(=O)C2CCCN(C(=O)Nc3ccccc3)C2)c1C (stereo not drawn) | -14 | -6 | 1 | 6 | 10 | 58* | 2 | -2
Cc1ccc(OCC(=O)N/N=C/c2cn(C)c3ccccc23)cc1 | 1 | -3 | 18 | -3 | 13 | -2 | 0 | -14
CC1CCN(c2ccc3c(c2)S(=O)(=O)c2cccc(C(=O)NCc4ccc(F)cc4)c2C3=O)CC1 | -2 | -31 | -52 | -15 | -27 | -13 | 19 | 27
Cn1c(CNC(=O)c2ccccc2F)nnc1SCc1ccc(Cl)cc1 | -8 | -7 | -8 | 1 | 3 | 1 | 9 | 11
CC[C@]12c3[nH]c4ccc(Cl)cc4c3CCN1C(=O)[C@@H](CC(=O)NC/C=C(\C)CCC=C(C)C)C[C@@H]2C(=O)N1CCN(C(=O)c2ccco2)CC1 | · | · | · | 39 | 8 | 1 | 35 | 6
COc1cccc(NC(=O)CCC2CCN(C(=O)c3cccc(NC(C)=O)c3)CC2)c1 | 9 | 23 | 5 | 5 | 15 | -3 | -2 | 7
Cc1ccc(C(C)C)c(OCC(=O)Nc2ccc(N3CCOCC3)cc2N2CCOCC2)c1 | -2 | 5 | -3 | 33 | -35 | 9 | 29 | 20
Cc1cccc[n+]1C1C(c2ccc([N+](=O)[O-])cc2)C(C#N)=C(C(=C=[N-])C#N)NC1(O)C1CC1 (stereo not drawn) | 4 | 1 | -1 | -9 | -5 | -9 | 20 | 1
Cc1ccc2c(c1)N(C(=O)CCC(=O)NCC(C)c1ccccc1)CC(C)O2 (stereo not drawn) | 10 | -8 | 5 | 8 | 10 | -14 | 5 | 13
CCc1ccccc1N(CC(=O)NC1CCCCC1)C(=O)CCCC(=O)Nc1ccccn1 | 3 | -3 | 0 | 6 | 6 | -5 | 1 | 13
Cc1ccc(SCc2nc3ccccc3[nH]2)cc1 | 21 | -59 | 8 | 8 | -57 | -32 | -10 | -12
C/C(=N\NC(=O)c1ccccc1F)c1ccc2c(c1)Nc1ccccc1S2 | -10 | -35 | 5 | -12 | -9 | 8 | 22 | 8

Shown with values under each structure: 11 of the compounds above.
Each structure is followed by: SENP8 block | Jurkat NFkB inh | UBC13 inh | EBI2 block | 697 NFkB inh | Gli-Sufu block | Apaf1 inhib | CCR6 antagonist
C=CCn1c(C(CC)CC)nc2ccccc21
    -5 | 5 | 7 | -11 | 6 | 3 | -7 | 9
CCCNC(=O)CN1C(=O)COc2ccc(S(=O)(=O)N3CCCCCC3)cc21
    -9 | 8 | -6 | -6 | -9 | 2 | 13 | 19
O=c1c2cc(Br)ccc2nc(-c2cccc(C(F)(F)F)c2)n1O
    -9 | 1 | -8 | 1 | 15 | 11 | 7 | 3
Cc1ccc(N2CCN(S(=O)(=O)N3CCCCC3)CC2)cc1C
    -4 | 3 | 5 | 6 | -15 | -4 | 5 | 17
CCCNc1c(NS(=O)(=O)c2ccc(NC(=O)CC)cc2)c(=O)oc2ccccc12
    -3 | 1 | 14 | -12 | 22 | 6 | 1 | 5
CCOc1ccc(NC(=O)CSc2ccc3nnc(-c4ccccn4)n3n2)cc1
    -3 | 2 | 4 | -5 | -4 | 9 | -2 | 7
O=C(NCCc1nnc2ccc(NCCCN3CCOCC3)nn12)c1ccccc1
    3 | -3 | 3 | -14 | 11 | 0 | 4 | -7
COc1cccc(/C=C2/SC(=S)N(CCC(=O)N3CCOCC3)C2=O)c1
    5 | 29 | -9 | 0 | 8 | 21 | 4 | 11
NC(=O)c1ccccc1NC(=O)COc1ccc(Cl)cc1
    -10 | -58 | 9 | -1 | -28 | -34 | 2 | -1
O=C(CNC(=O)c1ccccc1F)NCCN1C(=O)S/C(=C\c2ccccc2Cl)C1=O
    9 | 10 | -4 | 6 | -9 | -1 | 3 | 5
CN(C(=O)COC(=O)c1cc(-c2ccco2)nc2ccccc12)C1CCS(=O)(=O)C1 (stereo not drawn)
    0 | -1 | 35 | 5 | -2 | 7 | 14 | 19

Next part:
Compound | SENP8 block | Jurkat NFkB inh | UBC13 inh | EBI2 block | 697 NFkB inh | Gli-Sufu block | Apaf1 inhib | CCR6 antagonist
COc1ccccc1CNC(=O)COc1ccc2c(c1)CCC2 | -6 | 4 | 0 | 12 | -5 | -2 | 6 | 13
CCOC(=O)C(NC(=O)c1ccccc1)=C(C)C | -4 | 0 | 3 | 0 | 10 | 3 | -5 | -11
CC(O)CNCc1cccc2ccccc12 (stereo not drawn) | 2 | -20 | -12 | -1 | -37 | 21 | 6 | 3
Cc1ccc(NC(=S)N2CCCC2)cc1C | 0 | -11 | 11 | 11 | -12 | 1 | -10 | -3

Random excerpt: 2 entries already listed
Compound | SENP8 block | Jurkat NFkB inh | UBC13 inh | EBI2 block | 697 NFkB inh | Gli-Sufu block | Apaf1 inhib | CCR6 antagonist
CC(C)(C)[C@@H]1C=C(C(=O)NCc2ccccc2)O[C@H](OCc2ccc(CO)cc2)C1 | -3 | -10 | -3 | 0 | -4 | 1 | 9 | 13
CCC(=O)c1c[nH]c(C(=O)NCc2ccco2)c1 | 1 | -1 | 7 | 0 | 12 | 3 | -3 | -29

Quoted from the listing:
Value for CC(O)CNCc1cccc2ccccc12 (stereo not drawn) under Apaf1 inhib: 6
Value for COc1ccccc1CNC(=O)COc1ccc2c(c1)CCC2 under CCR6 antagonist: 13
